Screening data as filed in PubChem BioAssay.
PI4K2A block: qHTS for small molecular inhibitors of PI4K2A. Phosphatidylinositol 4-kinase type 2-alpha (Homo sapiens), Q9BTU6. purified PI4K2A, ADP-Glo luminescence, 1 h; active compounds read low. activity change, negative = inhibition, % at 76.9 µM. hit rate 0.13% among 420,000. AID 1346378, 2018; in the data active means activity change below about -50%; inconclusive means mostly about -30% to -49%;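 further: -100% = wells without enzyme as full effect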
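Compounds are screened against recombinant PI4K2A using PI as substrate and ATP, the latter dispensed at 300 microM. Reactions run one hour at ambient temperature before ADP-Glo detection; full inhibition defined by wells lacking enzyme.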
GLS inh: qHTS for Inhibitors of Glutaminase (GLS). Glutaminase kidney isoform, mitochondrial (Homo sapiens), O94925. GLS enzymatic activity, qHTS titration. Potency, µM (titrated, usually from 45.5 µM), without a hit: top-dose activity change, negative = inhibition, hits mostly inhibitors. hit rate 0.21% among 410,000. AID 624170, 2012; further: potency means the concentration at half of the fitted maximal effect; on the % scale 0 is the no-effect control and ±100 the full control effect
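Human kidney-isoform GLS in 45 mM KH2PO4 pH 8.2, 0.02% Tween-20, with compound, started with 1mM L-Glutamine (added stock). Glutamate oxidase/HRP/Amplex red coupled fluorescence read at start and after 30 min at RT.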
TrxR1 inh: qHTS Assay for Inhibitors of Mammalian Selenoprotein Thioredoxin Reductase 1 (TrxR1): qHTS; Thioredoxin reductase 1, cytoplasmic (Rattus norvegicus), O89049; recombinant rTrxR1, NADPH fluorescence consumption, selenite substrate; Potency, µM (highest dose often 114 µM), inactives show at the top dose activity change, negative = inhibition, usual class: inhibitors; hit rate 1% among 390,000; further: potency means the concentration at half of the fitted maximal effect; on the % scale 0 is the no-effect control and ±100 the full control effect; nearly all actives have a fitted effect of over 65% in size
Target sequence (O89049 whole entry, looked up): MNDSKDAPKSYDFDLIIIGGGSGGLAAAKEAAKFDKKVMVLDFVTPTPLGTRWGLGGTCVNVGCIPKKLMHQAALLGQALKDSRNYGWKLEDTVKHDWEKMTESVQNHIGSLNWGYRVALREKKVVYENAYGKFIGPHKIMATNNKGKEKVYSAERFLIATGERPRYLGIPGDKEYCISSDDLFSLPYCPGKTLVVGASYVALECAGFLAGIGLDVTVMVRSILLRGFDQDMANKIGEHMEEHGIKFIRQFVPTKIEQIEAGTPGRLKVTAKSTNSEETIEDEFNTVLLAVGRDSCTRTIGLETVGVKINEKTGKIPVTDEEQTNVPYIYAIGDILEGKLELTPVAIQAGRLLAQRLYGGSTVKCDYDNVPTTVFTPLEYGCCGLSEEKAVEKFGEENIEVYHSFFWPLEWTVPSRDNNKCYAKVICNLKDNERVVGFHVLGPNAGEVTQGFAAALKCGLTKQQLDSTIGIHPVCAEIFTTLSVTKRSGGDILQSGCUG
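Rat TrxR1 (90 nM in the dispensed reagent) was pre-reduced with 400 uM NADPH for 5 min at room temperature, then incubated with compound for 15 min. After 400 uM selenite was added, NADPH fluorescence (Ex 340/Em 450 nm) was followed for 8 min.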
IDH1 R132H inh: qHTS for Inhibitors of mutant isocitrate dehydrogenase 1 (IDH1): qHTS; IDH1-R132H enzyme, NADPH consumption, diaphorase/resazurin fluorescence; hit rate 0.093% among 390,000; AID 602179, 2012; Potency, µM (series often up to 76.6 µM), inactives show top-dose activity change, negative = inhibition, most hits filed as inhibitors; Isocitrate dehydrogenase [NADP] cytoplasmic (Homo sapiens), O75874; further: potency means the concentration at half of the fitted maximal effect; on the % scale 0 is the no-effect control and ±100 the full control effect; nearly all actives have a fitted effect of over 65% in size
Target sequence (O75874 whole entry R132H, stated change not applied): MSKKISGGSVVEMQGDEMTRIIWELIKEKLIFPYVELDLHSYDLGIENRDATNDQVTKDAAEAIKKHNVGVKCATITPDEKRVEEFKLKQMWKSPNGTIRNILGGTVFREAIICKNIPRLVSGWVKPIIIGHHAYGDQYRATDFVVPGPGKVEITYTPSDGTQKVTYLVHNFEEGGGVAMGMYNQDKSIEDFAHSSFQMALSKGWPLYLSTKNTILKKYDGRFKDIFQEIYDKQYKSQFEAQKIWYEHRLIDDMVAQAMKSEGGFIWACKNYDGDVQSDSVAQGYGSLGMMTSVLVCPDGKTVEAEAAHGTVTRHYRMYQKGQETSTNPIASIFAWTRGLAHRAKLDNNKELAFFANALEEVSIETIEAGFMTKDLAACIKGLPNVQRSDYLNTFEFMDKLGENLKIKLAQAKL
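IDH1-R132H (0.5 ug/mL) preincubated 30 min with compound, then NADPH (0.016 mM) and alpha-KG (2 mM) added; 80 min at RT, pH 7.5. Remaining NADPH coupled via diaphorase/resazurin to fluorescence (540/590 nm); concentration-response curves normalized to no-enzyme control.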
Pin1 inh: qHTS Assay to Find Inhibitors of Pin1; Peptidyl-prolyl cis-trans isomerase NIMA-interacting 1 (Homo sapiens), Q13526; Pin1 FP peptide displacement, HiFluor488, 10 min; Potency, µM (highest dose often 115 µM), for the others: at the highest dose activity, negative = inhibition, most hits filed as inhibitors; hit rate 0.009% among 390,000; AID 504891, 2011; active means well fitted inhibition curve with a large enough effect in the polarisation, with a control signal flat, not every such curve was filed as active; inconclusive means small, poorly fitted or top-dose-only effect, or effect the other way, or a change in a side signal; inactive means no such curve, though single readings can be large or run the other way; the % refers to the polarisation; further: potency means the concentration at half of the fitted maximal effect; on the % scale 0 is the no-effect control and ±100 the full control effect
Target sequence (Q13526 whole entry, looked up): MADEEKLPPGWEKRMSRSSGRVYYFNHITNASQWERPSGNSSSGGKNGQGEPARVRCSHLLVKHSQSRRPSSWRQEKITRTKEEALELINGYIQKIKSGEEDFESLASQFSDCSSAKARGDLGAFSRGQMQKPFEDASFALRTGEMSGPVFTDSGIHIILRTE
TrxR1 substrate: qHTS Assay for Substrates of Mammalian Selenoprotein Thioredoxin Reductase 1 (TrxR1): qHTS. purified TrxR1 substrate turnover, NADPH consumption readout. Potency, µM (series often up to 114 µM), inactives show top-dose activity change, negative = substrate turnover. hit rate 0.01% among 390,000; further: potency means the concentration at half of the fitted maximal effect; on the % scale 0 is the no-effect control and ±100 the full control effect; nearly all actives have a fitted effect of over 50% in size
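Rat TrxR1, dispensed at 90 nM, was prereduced with 400 uM NADPH (final) for 5 min at ~22 deg C, then incubated with compound 15 min before 400 uM selenite. A first-read NADPH fluorescence drop versus no-compound background flagged substrates.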
Tb PGK inh: qHTS Assay to Find Inhibitors of Phosphoglycerate Kinase; Phosphoglycerate kinase, glycosomal (Trypanosoma brucei brucei), P07378; PGK/GAPDH coupled, Kinase-Glo luminescence, 60 min; Potency, µM (highest dose often 57.5 µM), inactives show at the top dose activity change, negative = inhibition, usual class: inhibitors; hit rate 0.043% among 380,000; further: potency means the concentration at half of the fitted maximal effect; on the % scale 0 is the no-effect control and ±100 the full control effect; nearly all actives have a fitted effect of over 60% in size
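Recombinant glycosomal PGK reaction used 1,3-bisphosphoglycerate generated in-well by GAPDH (100nM final) in 100mM TEA pH 7.6, 5mM MgCl2, 0.01% Tween-20. After 60 minutes at room temperature, ATP was read by Kinase-Glo Plus luminescence end-point.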
HP1b chromo inh: HTS for Inhibitors of HP1-beta Chromodomain Interactions with Methylated Histone Tails; Chromobox protein homolog 1 (Homo sapiens), P83916; AlphaScreen HP1-beta / biotin-H3K9me3 peptide binding; hit rate 0.56% among 390,000; Potency, µM (titrated, usually from 114 µM), for inactives: at the highest dose activity change, negative = inhibition, most hits filed as inhibitors; further: potency means the concentration at half of the fitted maximal effect; nearly all actives have a fitted effect of over 70% in size; inactives centre near 23
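HP1-beta protein (50 nM final) preincubated 30 min at room temperature with biotinylated H3(1-18)K9me3 peptide (50 nM) in PBS pH 7.4, 0.01% Tween-20, then compound added for 30 min. AlphaScreen streptavidin donor/nickel chelate acceptor beads (10 ug/mL final), 30 min dark, luminescence read.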
USP1-UAF1 inh: Inhibitors of USP1/UAF1: Primary Screen | Ubiquitin carboxyl-terminal hydrolase 1 (Homo sapiens), O94782 | recombinant USP1/UAF1, Ub-Rhodamine cleavage fluorescence | Potency, µM (top dose mostly 57.1 µM), for the others: at the highest dose activity change, negative = inhibition, hits mostly inhibitors | hit rate 0.23% among 390,000; further: potency means the concentration at half of the fitted maximal effect; on the % scale 0 is the no-effect control and ±100 the full control effect; nearly all actives have a fitted effect of over 60% in size; inactives centre near -12
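1 nM enzyme complex + cpd, 15 min RT; start with Ub-Rho 150nM final; kinetic fluorescence ex 480/em 540, 6 reads q60 s. Buffer 50mM HEPES pH 7.8, 0.5mM EDTA, 0.1 mg/ml BSA, 1mM TCEP, 0.01% Tween-20.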
* marks the source's active call; other numbers are inactive results; i = inactive; ? = inconclusive; . = not tested or not shown; & = joins results of further samples; [ ] = dose if it differs, or a comment. Unless noted, the call rests on the fitted dose curve; in most records, active means well fitted curve in the direction sought with a large enough effect; inconclusive means small, poorly fitted or top-dose-only effect, or another doubt; inactive means no such curve, though single readings can be large; an effect the other way counts as inactive or inconclusive. Only part of the results is shown; rates above refer to the full screens.

SMILES	PI4K2A block	GLS inh	TrxR1 inh	IDH1 R132H inh	Pin1 inh	TrxR1 substrate	Tb PGK inh	HP1b chromo inh	USP1-UAF1 inh
Cc1ccc(N2CC(C(=O)Nc3ccc(C)c(S(=O)(=O)N(C)C)c3)CC2=O)cc1 (centres undefined)	0	12%	10%[57.1 µM]	-3%	-1%	3%[57.1 µM]	i	11%	2%
C=CCCC(=O)N1C[C@H]2CON(C)[C@H]2C[C@H]1c1cccc(Br)c1	-1	5%	7%	0%[38.3 µM]	-9%	1%	-10%	27%	-21%
COC(=O)[C@H]1C[C@@]2(O)CN(S(=O)(=O)c3ccc(C)cc3)C[C@@]2(OC(=O)NC2CC2)C[C@H]1C(=O)OC	-8	0%	.	7%	.	.	6%	.	0%
CC(C)n1cc(CN2CCC(Oc3ccc(C(=O)N4CCCC4)cc3)CC2)cn1	2	0%	-5%	8%	-1%	-4%	2%	23%	-17%
Cc1cc(C)c(S(=O)(=O)N2CCOC2CNC(=O)C(=O)NCCN(C)C)c(C)c1 (centres undefined)	3	2%	10%	4%	-2%	2%	-6%	18%	-5%
Cc1cccc(C)c1-n1ncc(C(=O)O)c1C1CCN(C(=O)OC(C)(C)C)CC1	-1	-2%	6%	-9%	-5%	1%	8%	35%	-4%
COc1ccc(N2CCN(C(=O)c3cc(=O)c4cc(Cl)ccc4o3)CC2)cc1	-4	25%	7%	0%	-6%	5%	-8%	-20%	-23%
O=C(COC(=O)c1ccc2ccccc2c1)NCc1ccccc1	-2	-3%	.	11%	.	.	i	.	-18%
O=C(NCc1ccco1)c1cc2n(n1)C(C(F)(F)F)CC(c1ccc(Cl)c(Cl)c1)N2 (centres undefined)	-1	13%	-5%	-1%	-3%	-7%	7%	17%	-19%
Cc1n[nH]c2ccccc2c1=O	3	4%	9%[11.4 µM]	6%	-2%	10%[11.4 µM]	0%	35%	-15%
Cc1ccc(CSc2nc3ccccc3c(=O)n2C)cc1	2	2%	7%[57.1 µM]	0%	-6%	9%[57.1 µM]	-10%	144%[activator]	-25%
O=C(CSc1cccc[n+]1[O-])NC1CCCCCCC1	8	3%	5%[57.1 µM]	16%	1%	4%[57.1 µM]	i	18%	-20%
O=C(Nc1ccc(Cl)cc1)Nc1nnc(CSCc2ccccc2Cl)s1	-4	0%	18%	8%	1%	2%	i	27%	-8%
O=C(O)c1cc2c(cc1NC(=O)c1ccccc1OC(F)F)OCCCO2	0	12%	8%[57.1 µM]	-6%	-2%	1%[57.1 µM]	-13%	20%	-11%
CC(=O)Nc1ccc(S(=O)(=O)NCC(=O)Nc2ccc3c(c2)OCO3)cc1	2	1%	8%[57.1 µM]	-2%	-1%	7%[57.1 µM]	-9%	24%	2%
CCCCNc1nc2c(S(=O)(=O)c3ccc(C)cc3)nnn2c2ccsc12	1	-13%	3%	-2%	4%	-2%	0%	18%	-7%
COc1cccc(C(c2sc3nc(C)nn3c2O)N2CCN(C(=O)c3ccco3)CC2)c1 (centres undefined)	4	-7%	40%[57.1 µM]	-17%	-2%	13%[57.1 µM]	-9%	20%	-15%
Cc1ccc(NNC(=O)c2c(C)noc2C)cc1Cl	-6	30%	18%	11%	-1%	4%	i	68%[activator]	-13%
O=C(c1ccc(Cl)cc1)N1CCN(CCc2ccccn2)CC1	2	-1%	22%[57.1 µM]	3%	-4%	-13%[57.1 µM]	i	25%	-8%
Cc1ccc(S(=O)(=O)NC2(C(F)(F)F)NC(=O)N(c3ccc(F)cc3)C2=O)cc1 (centres undefined)	-12&-6	-1%&10%	6%&35%	5%&-13%	-2%&-8%	-3%&12%	-4%&-1%	45%&3%[activator]	-17%&-3%
CCOc1ccc(N=C2SCCCN2C(=O)c2c(CC)noc2C)cc1	2	7%	-6%	5%	2%	-8%	-2%	44%[activator]	-17%
COc1ccccc1N1CCN(C(=O)c2onc(C)c2Cl)CC1	-3	-2%	8%[57.1 µM]	-2%	-2%	1%[57.1 µM]	-4%	23%	-10%
CC(C)OC(=O)C1CC=CCC1C(=O)Nc1ccc(Cl)cc1 (centres undefined)	11	2%	7%[57.1 µM]	6%	0%	6%[57.1 µM]	i	29%	-15%
COCCNC(=O)Cn1cc2c(n1)CCCCC2	3	-5%	8%[57.1 µM]	0%	-4%	2%[57.1 µM]	-5%	34%[activator]	-13%
O=C(Nc1cccc(Cl)c1)O/N=C\c1ccncc1	13	18%	25%	-3%	-1%	6%	-10%	34%	-14%
CC1CCCC(NC(=O)c2cc(S(=O)(=O)N3CCCCC3)ccc2Cl)C1C (centres undefined)	-3	-5%	24%	17%	0%	6%	-5%	22%	-11%
O=C(Nc1ccc2c(c1)Cc1ccccc1-2)c1ccc(Br)o1	-6	-1%	-7%	-2%	2%	-10%	-9%	11%	-4%
O=[N+]([O-])c1ccc(NCCNCCOc2nonc2-c2ccccc2)c([N+](=O)[O-])c1	1	-2%	-6%[57.1 µM]	2%	11%	-3%[57.1 µM]	2%	-22%	-1%
CCOC(=O)c1[nH]c2ccc(F)cc2c1NC(=O)C1=COCCO1	1	11%	7%[57.1 µM]	13%	5%	8%	i	29%	-11%
O=C(Nc1ccc(Br)cc1)C(c1ccccc1)c1ccccc1	-2	-3%	13%[57.1 µM]	16%	1%	7%[57.1 µM]	-3%	31%	-14%
CC(C)CCC(C)NC(=O)c1ccc2nccnc2c1 (centres undefined)	-1	1%	-1%	0%	0%	-1%	-2%	38%	-11%
CC(C(=O)NC(=O)NC1CCCCC1)N(C)CC(=O)Nc1ccc(F)c(F)c1F (centres undefined)	2	-2%	14%	8%	2%	-4%[57.1 µM]	-2%	6%	-13%
N#Cc1ccc(CN2CCN(C(=O)CNC(=O)Cc3ccccc3)CC2)cc1	2	1%	-30%	-3%	-6%	-12%	-3%	37%[activator]	-3%
CC(C)(C)c1ccc(C(=O)N2CCN(c3ccc(N4CCOCC4)nn3)CC2)cc1	-6	2%	-2%	7%	-1%	36%[activator]	-9%	25%	-16%
CCC(=O)Nc1ccc(Oc2ccc3c(c2)C(=O)NC3=O)cc1	0	-1%	8%	0%	-5%	-9%	.	38%	-9%
COC(=O)c1ccc(OC(=O)c2cnccn2)cc1	-2	2%	?	-4%	-4%	3%	1%	18%	?
O=C(COC(=O)c1c(Cl)ccc(Cl)c1Cl)NC1CCS(=O)(=O)C1 (centres undefined)	-1	4%	17%[57.1 µM]	5%	0%	8%	-5%	17%	-11%
CCCCCCOc1ccc(C(=O)O)cc1	-5	-1%	16%	2%	-1%	7%	i	33%	-22%
COc1cccc(CN2CCCC(N3CCc4ccccc4C3)C2)c1O (centres undefined)	-5	-4%	0%	5%	-2%	-4%	-2%	13%	4%
C[C@H](NC(=O)[C@@H]1Cc2ccccc2CN1)C(=O)NC[C@H]1CC[C@H](C(=O)O)CC1	2	0%	12%	-2%	-12%	-7%	-2%	33%	-9%
COc1cc(C)ccc1OCc1cc(C(=O)N(Cc2c(C)nn(C)c2C)C2CC2)no1	4	-4%	13%	-2%	-1%	5%	3%	30%	-32%
CCOC(=O)N1CCN(C(=O)CSc2nc3c([nH]c4ccccc43)c(=O)n2CC)CC1	-3	7%	11%	-2%	-4%	8%	1%	-3%	-18%
CCN(CC(=O)NC(=O)NCc1ccco1)Cc1nc2ccccc2c(=O)[nH]1	-3	35%[activator]	5%[11.4 µM]	0%	3%	8%[57.1 µM]	-9%	15%	1%
COc1ccccc1C(=O)N/C(=C\c1cn(S(=O)(=O)N(C)C)c2ccccc12)C(=O)N1CCCCC1	1	-2%	21%	-12%	7%	-2%	-4%	21%	-14%
Cc1ccc(S(=O)(=O)c2nc(S(C)(=O)=O)sc2NCc2ccc3c(c2)OCO3)cc1	-1	-3%	15%	2%	24%	7%[57.1 µM]	5%	22%	-19%
CN(CCOc1ccccc1)Cc1nc2cc(Cl)ccc2c(=O)[nH]1	1	0%	7%[57.1 µM]	-6%	0%	5%[57.1 µM]	-1%	-11%	-7%
Cc1ccc(CNC(=O)CCc2nc3cccnc3n2Cc2ccccc2)cc1	7	-5%	0%	7%	-9%	-4%	i	44%[activator]	?
CCCCCCNc1cc(C)oc(=O)c1C(C)=O	-4	-5%	-8%	5%	3%	-6%	0%	49%[activator]	-22%
O=C(Cn1ncn2c(cc3ccccc32)c1=O)NCCCc1ccccc1	-2	-5%	28%	0%	3%	18%	-2%	69%[activator]	-25%
CC(C)OCCCNC(=O)c1ccccc1NC(=O)C1=CSCCO1	-3	-1%	33%	2%	-2%	4%	-4%	9%[57 µM]	-18%
